CAL PDZ FP-1 – untagged CAL PDZ binding inhibitors, primary screen, biochemical, fluorescence polarization, HTS | purified CAL PDZ, TMR-peptide fluorescence polarization, 1 h | inhibition, % at 24.9 µM | hit rate 0.92% among 300,000 | AID 602252, 2012 | Golgi-associated PDZ and coiled-coil motif-containing protein (Homo sapiens), Q9HD26;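 active means mean inhibition of at least 30% with at least half of replicates also reaching 30%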;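 further: 0% = DMSO neutral control and 100% = excess unlabeled competitor peptide PRC23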
SR-BI DiI-HDL act – activators of SR-BI mediated DiI-HDL uptake, primary screen, ldlA[mSR-BI] CHO cells, DiI fluorescence. 3 h; 100 = double the neutral-control signal. AID 504775, 2011. hit rate 0.096% among 320,000. activation, % at 12.5 µM;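 active means mean replicate activation of at least 60% and every replicate at or above 60%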;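 further: 0% = median plate neutral-control signal and 100% = twice that signal; values of inactives mirror those of a sister screen read the other way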
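system = CHO ldlA[mSR-BI] cells, LDL receptor-null, SR-BI overexpressing | medium = Ham's F12 with 0.5% BSA, HEPES 25 mM, pH 7.4 | probe or stimulus = DiI-HDL 10 µg/mL | compound dosing = single-point compound dose | incubation = compound exposure 3 h, 37 °C | technique = DiI fluorescence, bottom read | read-out = cell-associated DiI fluorescence as measure of HDL uptake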
Keap1-Nrf2 PPI – Keap1-Nrf2 protein-protein interaction inhibitors, primary screen, biochemical, fluorescence polarization, single point; Kelch-like ECH-associated protein 1 (Homo sapiens), Q14145; Keap1 Kelch-Nrf2 peptide fluorescence polarization, 1536-well; inhibition, % at 9.4 µM; hit rate 0.15% among 340,000; AID 504523, 2011; in the data active means inhibition above about 12%;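 further: human Keap1 Kelch domain with fluorescein labeled Nrf2 9mer peptide probe; 0% = neutral control wells and 100% = peptide positive control; higher means more block of Keap1 binding to Nrf2 peptide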
Target sequence (Q14145 whole entry, looked up, the tested form may be a part): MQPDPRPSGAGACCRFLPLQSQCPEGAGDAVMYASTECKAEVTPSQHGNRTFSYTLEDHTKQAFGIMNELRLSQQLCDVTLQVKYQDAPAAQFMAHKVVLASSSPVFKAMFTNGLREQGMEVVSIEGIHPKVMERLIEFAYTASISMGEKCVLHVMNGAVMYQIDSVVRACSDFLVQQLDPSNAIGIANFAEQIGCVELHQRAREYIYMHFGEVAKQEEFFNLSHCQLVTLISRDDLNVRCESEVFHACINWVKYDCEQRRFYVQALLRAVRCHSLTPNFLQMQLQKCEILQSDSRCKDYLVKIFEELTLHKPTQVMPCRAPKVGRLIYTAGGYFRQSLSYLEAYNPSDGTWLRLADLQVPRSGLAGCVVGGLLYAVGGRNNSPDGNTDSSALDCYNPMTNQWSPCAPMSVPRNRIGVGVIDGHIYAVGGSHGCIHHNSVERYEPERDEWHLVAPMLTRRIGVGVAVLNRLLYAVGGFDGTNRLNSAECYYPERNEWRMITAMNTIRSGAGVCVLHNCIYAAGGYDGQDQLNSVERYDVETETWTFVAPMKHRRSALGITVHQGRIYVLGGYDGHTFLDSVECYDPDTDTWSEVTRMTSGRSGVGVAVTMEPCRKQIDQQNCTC
DAGLB inhibitor – DAGLB lipase inhibitors, primary screen, biochemical, fluorescence, HTS; inhibition, % at 5.17 µM; hit rate 0.059% among 340,000; HEK293T DAGLB membrane lysate, EnzChek fluorogenic substrate; Diacylglycerol lipase-beta (Homo sapiens), Q8NCG7; in the data active means inhibition above about 34%;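 further: 0% = enzyme with vehicle and 100% = wells lacking enzyme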
RTF Ca sens inh – cardiac RTF calcium sensitivity inhibitors, primary screen, biochemical, IANBD-TnC fluorescence, EC70 calcium | Troponin I, cardiac muscle (Homo sapiens) + Troponin T, cardiac muscle (Homo sapiens) + … | IANBD-labeled cardiac RTF, Ca2+ fluorescence | inhibition, % at 7.15 µM | hit rate 0.12% among 340,000 | AID 493244, 2011;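 active means inhibition above the mean inhibition of all tested compounds plus 3 SD, cut at about 17% in these data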;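 further: assay run at fixed EC70 calcium of 1.6 mM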
RTF Ca sens act – cardiac RTF calcium sensitivity activators, primary screen, biochemical, IANBD-TnC fluorescence, EC20 calcium | Troponin I, cardiac muscle (Homo sapiens) + Troponin T, cardiac muscle (Homo sapiens) + … | IANBD-labeled TnC RTF fluorescence at EC20 calcium; 0% EC20 calcium, 100% full calcium | activation, % at 7.2 µM | hit rate 0.24% among 340,000;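 active means activation above the mean over all tested compounds plus 3 SD, cut at about 30% in these data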;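 further: rise in fluorescence read as greater calcium sensitivity of cardiac thin filaments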
CAL PDZ FP-2 – CAL PDZ peptide-binding inhibitors, primary screen, biochemical, fluorescence polarization, Cer-tagged CAL PDZ, HTS; Golgi-associated PDZ and coiled-coil motif-containing protein (Homo sapiens), Q9HD26; purified CAL PDZ, TMR-peptide fluorescence polarization, 1 h; inhibition, % at 20 µM; hit rate 0.02% among 330,000; AID 504414, 2011;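 active means highest replicate inhibition of at least 40%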;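 further: plate controls were DMSO neutral control wells for no effect and unlabeled competitor peptide control wells for full effect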
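System: tagged CAL PDZ domain. Schedule: 1 h room-temperature incubation prior to read. Signal: fluorescence polarization (mP). Measure: percent inhibition from loss of millipolarization.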
PKA-R2B act – activators of PKA-R2B holoenzyme, primary screen, biochemical, fluorescence polarization, Cy5-IP20, human; cAMP-dependent protein kinase catalytic subunit beta (Homo sapiens) + cAMP-dependent …; activation, % at 11.4 µM; AID 504700, 2011; PKA-R2B holoenzyme dissociation; R2B truncated from residue 108, S112A mutant; 0% DMSO only, 100% 113 µM cGMP; hit rate 0.079% among 340,000;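 active means activation above a cutoff set at the mean over all compounds plus 3 SD, cut at about 18% in these data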;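 further: higher means more holoenzyme dissociation and a rise in polarization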
LANA DNA inh – inhibitors of KSHV C-LANA binding to DNA, primary screen, biochemical, fluorescence polarization, FAM-LBS DNA, MBP-C-LANA, single point. inhibition, % at 9 µM. AID 504423, 2011. hit rate 0.078% among 340,000. Kaposi's sarcoma herpesvirus LANA C-terminal domain (residues 932-1162) DNA binding;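 active means highest replicate inhibition at or above 60% at 9 µM, even if other replicates fall short; inactive means all replicates below 60% inhibition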;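 further: 0% = neutral control wells and 100% = 4 µM acridine orange control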
Rtt109 HAT inh – inhibitors of C. albicans Rtt109/Vps75 HAT, primary screen, biochemical, ThioGlo CoA-SH fluorescence, plate reader; Histone acetyltransferase RTT109 (Candida albicans (strain SC5314 / ATCC MYA-2876)), …; purified Rtt109/Vps75, 4 h; inhibition, % at 34.9 µM; hit rate 0.16% among 330,000; AID 540336, 2011;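 active means inhibition of at least 50% in every replicate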
Target sequence (Q5AAJ8 whole entry, looked up): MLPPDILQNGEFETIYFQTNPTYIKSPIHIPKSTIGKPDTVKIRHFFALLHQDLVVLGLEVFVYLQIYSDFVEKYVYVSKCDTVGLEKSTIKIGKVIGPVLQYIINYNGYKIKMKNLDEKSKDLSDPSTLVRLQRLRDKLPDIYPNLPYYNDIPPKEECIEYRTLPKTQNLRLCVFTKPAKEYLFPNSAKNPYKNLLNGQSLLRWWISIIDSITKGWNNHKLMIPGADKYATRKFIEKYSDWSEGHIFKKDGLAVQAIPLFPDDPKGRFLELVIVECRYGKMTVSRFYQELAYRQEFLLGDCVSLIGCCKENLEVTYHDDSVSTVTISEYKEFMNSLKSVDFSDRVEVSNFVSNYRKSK
* = called active by the depositor; x = not tested or not shown. Rows were taken by chance. Share with any hit: about 1.6%.

SMILES	CAL PDZ FP-1	SR-BI DiI-HDL act	Keap1-Nrf2 PPI	DAGLB inhibitor	RTF Ca sens inh	RTF Ca sens act	CAL PDZ FP-2	PKA-R2B act	LANA DNA inh	Rtt109 HAT inh
CCOc1ccc(CCNC(=O)C2CCC(=O)N2CCc2ccccc2)cc1OCC (stereo not given)	-4	8	1	-2	-3	-1	0.1	-10	0.1	12
N#Cc1cn(Cc2ccccc2)c2ccccc12	-3	-16	-2	-5	-1	5	-1.7	-15	0.4	5
COc1cccc(CN2CCN(Cc3nc(C(C)C)cs3)CC2CCO)c1 (stereo not given)	-1	-3	-2	-2	-4	-3	-1.9	-7	1.1	x
CCn1c(SCC(=O)NC2CCCC2)nnc1C(C)C	x	x	-1	-2	-3	1	-1.0	-15	0.8	0
COC(=O)C1=C(C)NC(C)=C(C(=O)OC)C1c1cc2ccc(C)cc2[nH]c1=O	-7	-11	-6	1	0	2	-1.9	-10	-1.5	-1
Cc1ccc(S(=O)(=O)Cn2nnnc2C(C)N2CCN(C(=O)c3ccco3)CC2)cc1 (stereo not given)	0	14	5	5	-6	3	-1.7	3	-0.7	-5
Cc1cccc(NC(=O)CCc2ccc(C)o2)c1	3	x	-2	1	-8	1	-2.6	0	-0.6	0
O=C(Nc1cccc(Cl)c1)c1ccc(F)c(S(=O)(=O)NCc2ccc3c(c2)OCO3)c1	-5	-16	0	-3	0	-4	-2.4	-7	-2.4	10
COc1ccc2nc(NC(=O)c3ccoc3C)sc2c1	x	-54	-1	-1	-4	9	-2.2	-4	2.3	-2
CC1=C(C(=O)OCC2CCCCC2)C(c2ccc(O)cc2)NC(=O)N1 (stereo not given)	2	-6	-4	3	-2	-2	-0.8	-11	1.1	-1
C=CCNC(=O)C(=O)NN=C1CCN(C)CC1	-1	17	-1	2	4	0	-3.0	-6	-0.6	x
N#Cc1c(NC(=O)c2cccc(S(=O)(=O)Nc3ccc(C(=O)O)cc3)c2)sc2c1CCCC2	-7	x	1	6	4	3	-4.7	-4	2.3	14
CCn1c([N+](=O)[O-])nc2c1c(=O)[nH]c(=O)n2C	-4	-8	-13	-2	-13	4	-0.3	4	1.4	x
O=C(c1ccc(=O)[nH]c1)N(Cc1ccco1)C1(C(=O)NC2CCCCC2)CCCCC1	x	-25	-2	-1	-5	24	-1.5	-12	1.1	-2
C=CCN(C)NC(=S)Nc1ccccc1	2	-1	3	-3	-8	-2	-0.1	-2	1.5	-3
COc1ccc(S(=O)(=O)N2c3ccccc3OCC2CC(=O)O)cc1 (stereo not given)	0	4	-1	-2	-1	-4	-0.7	-3	-1.9	4
O=C(COC(=O)c1ccc(O)cc1O)NC1CCCCCC1	x	-13	-6	-3	5	-3	-1.9	-6	0.1	8
COc1ccc(C(C)=O)c(Oc2cc(NN3CCCCC3)c([N+](=O)[O-])cc2[N+](=O)[O-])c1	7	-29	-2	-1	1	-1	-0.4	-11	-0.7	3
Cn1ccc(C(=O)NC(=S)Nc2ccc([N+](=O)[O-])cc2O)n1	x	-14	1	8	-2	-4	2.5	9	-0.2	-1
N#Cc1ccccc1Cn1c(=O)n(-c2ccc(CC(=O)NCc3ccco3)cc2)c(=O)c2sccc21	x	-14	-1	3	-15	3	0.0	18	-0.2	-6
COc1ccc(NC(=O)CNc2cc(S(=O)(=O)N3CCOCC3)ccc2N2CCOCC2)c(OC)c1	-5	32	-4	-1	2	-1	0.3	-10	0.1	6
Cc1ccccc1NC(=O)CN1C(=O)COc2ccc(Cl)cc21	x	10	-2	1	-7	-4	-1.0	7	-1.1	4
Cc1cc(C(=O)CN2C(=O)NC3(CCCc4sccc43)C2=O)c(C)n1-c1ccc(Cl)cc1 (stereo not given)	-4	-10	2	6	-9	0	-1.8	1	-1.5	x
CC1(C)CC(CCC(=O)NC(=S)Nc2ccccc2Cl)C(=O)O1 (stereo not given)	-6	22	-2	-2	-18	0	-3.3	-5	1.6	-1

Three entries out of the list, arranged by molecular weight, ascending.
SMILES	CAL PDZ FP-1	SR-BI DiI-HDL act	Keap1-Nrf2 PPI	DAGLB inhibitor	RTF Ca sens inh	RTF Ca sens act	CAL PDZ FP-2	PKA-R2B act	LANA DNA inh	Rtt109 HAT inh
CCn1c([N+](=O)[O-])nc2c1c(=O)[nH]c(=O)n2C	-4	-8	-13	-2	-13	4	-0.3	4	1.4	x
Cc1ccccc1NC(=O)CN1C(=O)COc2ccc(Cl)cc21	x	10	-2	1	-7	-4	-1.0	7	-1.1	4
COc1ccc(C(C)=O)c(Oc2cc(NN3CCCCC3)c([N+](=O)[O-])cc2[N+](=O)[O-])c1	7	-29	-2	-1	1	-1	-0.4	-11	-0.7	3

More entries follow:
SMILES	CAL PDZ FP-1	SR-BI DiI-HDL act	Keap1-Nrf2 PPI	DAGLB inhibitor	RTF Ca sens inh	RTF Ca sens act	CAL PDZ FP-2	PKA-R2B act	LANA DNA inh	Rtt109 HAT inh
CS(=O)(=O)N1CCN(C(=O)c2cc3ccccc3oc2=O)CC1	x	6	-2	-3	-10	4	-2.0	0	1.5	-1
CCCNC(=O)C1CN(S(=O)(=O)c2ccccc2)CCN1S(=O)(=O)c1ccccc1 (stereo not given)	-2	22	-5	4	-1	3	-1.5	2	0.4	x
CCCCNc1c([N+](=O)[O-])cc(C(=O)O)cc1[N+](=O)[O-]	-1	-1	-3	1	-12	4	-0.4	-3	-0.2	11
COc1ccccc1CNS(=O)(=O)CCNCCc1ccccc1	-2	-2	-1	0	-2	-5	-0.4	-8	0.1	-2
Cc1cc(C)c(S(=O)(=O)N2CCN(C3CC(=O)N(c4ccccc4Cl)C3=O)CC2)c(C)c1 (stereo not given)	4	-56	-1	-2	-7	3	-1.0	-7	0.0	16
Cc1ccc(C(=O)n2cnc3ccccc32)cc1C	-6	14	-5	2	-6	3	x	1	-0.6	-1
COc1ccc(OC)c(NC(=O)CSc2nnc(-c3cccnc3)s2)c1	-4	-20	-4	0	-1	4	-3.4	-17	0.7	-7
CS(=O)(=O)c1cnc(-c2ccccc2)nc1-c1ccc(Cl)c(Cl)c1	-3	-11	-4	-2	-3	0	-0.2	3	1.0	2
COCCN1CCn2c(nc3cc(NC(=O)c4ccc(OC)cc4)ccc32)C1	-4	-18	-1	0	-1	8	-2.0	5	-1.9	-30
O=C(O)CCCCNS(=O)(=O)c1ccc(Cl)c(C(F)(F)F)c1	0	1	-5	1	-1	2	-0.4	-6	-1.4	2
CCOC(=O)C1=NNC2C(=O)N(CC)C(=O)C12 (stereo not given)	3	1	4	-4	-4	1	x	3	0.2	-8
O=C(NCCCN1CCN(c2ccccc2F)CC1)C1CCC(=O)N1C1CCCCC1 (stereo not given)	7	21	-4	2	-2	-2	-1.8	4	-1.1	58*
CSc1nc2c(cc1C#N)CCC2	-5	3	2	0	0	-4	-0.2	2	-1.5	9
COc1ccc(CNC(=O)Cc2c(C(=O)O)[nH]c3ccccc23)cc1	-3	8	0	1	-11	3	0.5	-6	-0.4	-5
CC(Sc1n[nH]c(-c2cccs2)n1)C(=O)N1CCCC1 (stereo not given)	-2	10	3	-5	-8	14	0.3	-3	3.5	7
COc1ccc(OC)c(NC(=O)CN(c2ccc(C)cc2)S(=O)(=O)c2c(C)noc2C)c1	-4	-9	4	-1	5	-4	0.2	-7	1.6	-9
COc1ccc(-c2cc(C(=O)N3CCN(c4ccccc4F)CC3)c3ccccc3n2)c(OC)c1	-2	-53	-2	-4	2	-1	-0.6	-9	1.2	0
Cc1ccc2c(C)nc(N/C(N)=N/S(=O)(=O)c3ccc([N+](=O)[O-])cc3)nc2c1	0	-33	5	0	8	-5	-3.7	7	1.7	5
CC(=O)NC(=S)Nc1ccc(S(=O)(=O)N(C)Cc2ccccc2)cc1	1	-35	0	-1	-3	-3	-1.4	5	-0.5	x
COC(=O)/C=C1\SC(=NC(=O)c2ccc(C)cc2)NC1=O	0	2	-5	4	-1	5	-20	-4	-0.9	17
COc1ccc(OC)c(NC(=S)N2CCC(C(O)(c3ccccc3)c3ccccc3)CC2)c1	-5	-30	-2	-1	-3	1	-0.1	-19	-1.5	0
C(=C\c1ccccc1)/CSc1nnc(-c2cccnc2)o1	-6	23	0	-1	-6	0	-3.1	-5	-0.2	-4
CC(=O)N1CCC(=NNS(=O)(=O)c2cccc([N+](=O)[O-])c2)CC1	5	-2	0	0	-3	1	0.5	-4	-0.6	-7
COC(=O)c1ccc(NC(=O)COc2ccc([N+](=O)[O-])cc2)cc1	8	10	-5	1	-4	3	-1.6	-14	-0.5	3
O=C(OCC#CCSc1nnc(-c2cccc3ccccc23)o1)c1ccco1	-2	2	-3	-8	-2	0	-1.8	1	-0.1	11
Cc1cc(=O)oc2cc(NC(=O)c3c(Cl)cnn3C)ccc12	-6	-24	-3	2	-2	-2	-0.6	-1	-0.4	-13
CCOC(=O)C1=C(COC(=O)c2cccc(N(C)C)c2)NC(=O)NC1C (stereo not given)	16	-37	0	-1	4	-14	0.4	4	-1.3	-3
CC(C)(C)C(=O)NCc1ccc(C(=O)CN2C(=O)NC3(CCCC3)C2=O)s1	3	4	-4	2	-1	-1	-2.1	-8	0.5	14
CCc1c(O)c(-c2ccccc2)c(=O)n(-c2ccccn2)c1-c1ccccc1	-2	14	-2	-1	3	6	0.2	0	0.1	-6
O=C(Nc1ccccc1)Nc1nnc(/C=C/c2ccccc2Cl)s1	-1	35	-2	0	-12	7	-1.8	-3	1.0	10
CC1(c2ccccc2)NC(=O)N(CC(=O)N2CCN(S(=O)(=O)c3c(F)cccc3F)CC2)C1=O (stereo not given)	-1	10	-1	1	1	-3	0.8	5	-2.2	-4
CCOCCCNC(=O)CN1C(=O)/C(=C/c2ccccc2C)Sc2ccccc21	31*	-11	-6	2	3	-3	-1.4	1	0.9	-3
CCc1ccccc1NC(=O)CN(C)C(=O)COC(=O)c1cccnc1Cl	-6	5	-3	2	8	1	1.6	5	-0.9	5
O=C(/C=C/c1ccco1)N1CCCC(c2ccccc2)C1 (stereo not given)	-1	16	-5	1	-2	1	-3.5	-13	-1.1	-5
